Screening data: PubChem, Broad Institute
esBAF inh: SWI/SNF esBAF complex inhibition; mouse ES cells, Bmi1-luciferase knock-in reporter, 24 h; 100% = twice the neutral-well signal; reporter increase, % at 12.5 µM; 350,000 tested, 2% active; AID 602393; in the data active = activation above about 40%; inconclusive = no clear call, values can overlap the other calls;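 also: 0% = median of the plate's neutral control wells and 100% = double that signal; a rise in the Bmi1 reporter signal indicates esBAF inhibition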
E-sel inducer: E-selectin induction on HUVECs | AID 686992 | 260,000 tested, 0.37% active | P16581 | activation, % at 7.58 µM | HUVEC E-selectin immunofluorescence imaging; normalized: neutral wells 0, TNF-alpha wells 100;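 active = mean E-selectin-positive cell signal at least 10% of the positive control, reached in at least 60% of replicates, without over 20% cell loss; inconclusive = no rule given, readout overlaps actives, possibly toxicity-flagged; inactive = the rest, including those meeting only one limit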;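 also: in these data hits start at about 27%; measured in HUVEC primary endothelial cells; signal is the percent of cells scored E-selectin positive by PE staining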
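Test system: HUVEC | Signal: Immunofluorescence imaging | Read-out: Percent E-selectin-positive cells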
Xi reactivation: reactivates the inactive X chromosome in mouse fibroblasts. activation, % at 7.58 µM. XiGFP mouse fibroblasts, % GFP-positive cells imaging, 3 d; cells co-treated with 5-aza-dC sensitizer; scaled so ellipticine positive control = 100%. AID 743238. 360,000 tested, 0.055% active;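 active = mean normalized replicate activation at least 10% and every replicate at or above 10%; inconclusive = only one of the two criteria met; inactive = mean below 10% and not all replicates reach 10%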;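 also: 0% = median of on-plate neutral control wells and 100% = ellipticine 6 µM median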
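Schedule: 3 d treatment, 15 min room-temperature fixation; system: 68-5-11 XiGFP fibroblast line; buffer or medium: DMEM plus 5-aza-dC sensitizer; control set: ellipticine 6 µM positive control; compound: one concentration, pinned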
RAD54 inh: RAD54 (human) branch migration inhibition | RAD54 Holliday junction branch migration, FAM/BHQ fluorescence | inhibition, % at 10.4 µM | 360,000 tested, 0.14% active | AID 602329;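 active = mean normalized replicate activity at least 40 and at least half of replicates scoring 40 or more; inconclusive = only one of the two criteria met; inactive = mean below 40 and under half of replicates reaching 40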;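 also: 0% = median of neutral control wells and 100% = median of positive control wells; inhibitors cause a drop in the FAM fluorescence signal; in these data hits start at about 50%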
Target sequence (Q92698 whole entry, looked up): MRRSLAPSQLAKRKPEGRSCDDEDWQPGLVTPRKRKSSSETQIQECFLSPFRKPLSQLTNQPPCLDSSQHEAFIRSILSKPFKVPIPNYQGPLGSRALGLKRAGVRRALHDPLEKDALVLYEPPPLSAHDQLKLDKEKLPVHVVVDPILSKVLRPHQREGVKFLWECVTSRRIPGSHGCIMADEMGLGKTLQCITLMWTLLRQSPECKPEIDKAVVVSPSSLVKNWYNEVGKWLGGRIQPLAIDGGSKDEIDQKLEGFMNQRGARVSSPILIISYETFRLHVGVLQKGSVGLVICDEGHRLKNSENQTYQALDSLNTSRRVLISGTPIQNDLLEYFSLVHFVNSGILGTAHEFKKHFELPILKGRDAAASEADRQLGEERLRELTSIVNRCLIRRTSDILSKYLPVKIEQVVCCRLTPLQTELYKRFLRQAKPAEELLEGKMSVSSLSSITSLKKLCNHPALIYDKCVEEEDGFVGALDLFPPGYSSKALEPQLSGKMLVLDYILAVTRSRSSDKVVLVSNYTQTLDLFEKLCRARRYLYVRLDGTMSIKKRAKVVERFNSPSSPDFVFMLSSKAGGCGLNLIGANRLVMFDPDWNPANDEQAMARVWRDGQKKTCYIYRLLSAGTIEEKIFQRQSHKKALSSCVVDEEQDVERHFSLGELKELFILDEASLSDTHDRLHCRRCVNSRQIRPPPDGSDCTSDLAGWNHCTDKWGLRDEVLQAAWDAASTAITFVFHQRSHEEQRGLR
RAD52 inh: RAD52 (human) annealing inhibition | P43351 | recombinant RAD52 DNA annealing, FRET fluorescence | inhibition, % at 18.7 µM | 360,000 tested, 0.46% active | AID 651710;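 active = every replicate showing at least 50% inhibition; inconclusive = mean inhibition at least 50% but not in every replicate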
FN deposit inh: fibronectin deposition inhibition | inhibition, % at 12.6 µM | 350,000 tested, 0.086% active | AH1F fibroblasts, Alexa488-fibronectin deposition fluorescence, overnight;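 active = mean inhibition across replicates of 30% or more, regardless of how many single replicates reach that level; inconclusive = mean under 30% yet at least half of replicates reach 30%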;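 also: positive control wells lacked labelled fibronectin entirely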
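Material: AH1F fibroblast monolayer depositing Alexa488-labelled fibronectin into matrix / Amount: 10000 AH1F cells per well / Signal: fluorescence 485/525 nm / Medium: DMEM, 2% serum / Compound: single dose, pinned / Incubation: 1 h cell adhesion before compound, then overnight fibronectin incubation / Reagent: Alexa488-FN, 24 nM final / Read-out: inhibition of fibronectin deposition signal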
EWS-Fli block: blocks EWS/Fli oncoprotein-driven transcription; A673 NR0B1-luciferase reporter, viability-normalised; inhibition, % at 12.6 µM; 350,000 tested, 0.67% active; AID 651661;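 active = mean inhibition of at least 50% after viability correction, with every replicate also passing that limit; inconclusive = mean reaches 50% but only one of two replicates passes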;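 also: firefly luciferase signal divided by Alamar Blue viability fluorescence both relative to DMSO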
S100A4 inh HTS: blocks human S100A4 binding to myosin IIA peptide | P26447 | S100A4/TAMRA-MyoIIA peptide fluorescence polarization | inhibition, % at 10.7 µM | 360,000 tested, 0.14% active;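 active = mean inhibition of at least 70% across replicates, with every replicate also reaching that level; inconclusive = mean inhibition reaches 70% but some replicates fall short; inactive = mean inhibition below 70%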
Target sequence (P26447 whole entry, looked up): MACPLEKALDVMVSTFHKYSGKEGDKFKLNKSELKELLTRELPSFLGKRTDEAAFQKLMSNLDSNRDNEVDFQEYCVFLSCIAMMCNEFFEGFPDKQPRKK
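Material: S100A4 monomer protein | Medium: HEPES pH 7.2 with CaCl2, KCl, NaCl, DTT, Triton | Reagent: Labelled myosin peptide probe, 5 nM | Doses: One dose per compound | Times: 5 min incubation before reading | Benchmarks: Neutral control DMSO, positive control TFP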
* marks the source's active call; other numbers are inactive results; ? = inconclusive; · = not tested or not shown; & = joins results of further samples.

SMILES	esBAF inh	E-sel inducer	Xi reactivation	RAD54 inh	RAD52 inh	FN deposit inh	EWS-Fli block	S100A4 inh HTS
C[C@H]1CCCCO[C@H](CN(C)Cc2ccncc2)[C@@H](C)CN([C@@H](C)CO)C(=O)c2cc(NS(=O)(=O)c3ccc(F)cc3)ccc2O1	-1	-0.3	0.3	-12	1	5	-2	-1
CCCCn1nnnc1C1(C)CCC(=O)N1CC(F)(F)F (stereo not given)	·	0.1	-0.1	·	-13	-4	-17	-6
CC(=O)N1/C(=C/c2ccc(N(C)C)cc2)C(=O)c2ccccc21	·	-0.5	0.4	·	-43	-2	29	-30
Cc1noc(C)c1NC(=O)N(C)C[C@@H]1OCCCC[C@H](C)Oc2ccc(NS(=O)(=O)c3ccc(Cl)cc3)cc2C(=O)N([C@@H](C)CO)C[C@H]1C	2	·	-0.1	-13	-9	-15	6	-9
Cc1ccc2c(c1)N(C(=O)CCC(=O)NCCCN1CCN(C)CC1)CCO2	1	·	-0.1	-1	-17	0	3	-8
CCNC(=O)C1CCCN(C(=O)c2c(-c3ccccc3)noc2C)CC1 (stereo not given)	-5	0.1	0.1	-4	-19	3	0	1
COc1ccccc1C#Cc1cnc2c(c1)C(=O)N([C@H](C)CO)C[C@@H](C)[C@@H](CN(C)C(C)=O)O2	9	-0.1	-2.1	-3	-7	·	-17	-20
CCCCN(C(=O)c1cc(-c2ccco2)nc2ccccc12)c1c(N)n(CCCC)c(=O)[nH]c1=O	2	·	0.0	·	-17	·	0	1
COc1ccc(CNC(=O)COc2cc3c(c4oc(=O)cc(C)c24)CCC(C)(C)O3)c(OC)c1	6	·	·	4	3	·	0	0
CCCC[n+]1ccn(-c2nc3c([N+](=O)[O-])cccc3n2C)c1	-5	·	0.0	10	-6	2	7	2
COc1cc(F)ccc1-c1csc(C(NC(C)=O)c2ccccc2)n1 (stereo not given)	-5	0.4	0.0	-7	-11	10	0	-2
Cc1nc(NC(=O)C2CC2)sc1C(=O)Nc1cccc(Cl)c1	0	0.1	0.2	3	0	1	16	45
COc1ccccc1-c1ccc(C2[C@@H]3CN(S(=O)(=O)c4ccccc4C)C[C@H]2N3)cc1 (stereo not given in full)	·	0.0&0.2	0.0&0.0	·	51*	0&0	-15&-12	-5&-7
NCCCC[C@@H](C(=O)N1CCNCC1)n1cc([C@@H](N)CO)nn1	4	0.0	0.7	8	·	-2	-6	·
O=C(NC1CCN(C(=O)c2ccccc2Br)CC1)c1ccccc1	1	·	0.0	0	0	-1	-4	3

An excerpt from above in order of their number in esBAF inh, smallest number first:
Molecule | esBAF inh | RAD52 inh | S100A4 inh HTS
CCNC(=O)C1CCCN(C(=O)c2c(-c3ccccc3)noc2C)CC1 (stereo not given) | -5 | -19 | 1
C[C@H]1CCCCO[C@H](CN(C)Cc2ccncc2)[C@@H](C)CN([C@@H](C)CO)C(=O)c2cc(NS(=O)(=O)c3ccc(F)cc3)ccc2O1 | -1 | 1 | -1
COc1ccccc1C#Cc1cnc2c(c1)C(=O)N([C@H](C)CO)C[C@@H](C)[C@@H](CN(C)C(C)=O)O2 | 9 | -7 | -20

(continued)
SMILES	esBAF inh	E-sel inducer	Xi reactivation	RAD54 inh	RAD52 inh	FN deposit inh	EWS-Fli block	S100A4 inh HTS
Cc1ccc(C(=O)n2nnc3ccccc32)cc1[N+](=O)[O-]	-8	0.0	-0.1	-7	·	2	·	·
Cc1ccc(NC(=S)N2CC(C)OC(C)C2)cc1C (stereo not given)	6	·	0.1	10	-4	-1	11	-1
O=C(CN1C(=O)/C(=C\c2cccc(F)c2)Oc2ccccc21)N1CCN(c2ccccn2)CC1	0	-0.1	0.2	-19	·	3	·	·
C[C@H](NC(=O)C[C@@H]1C[C@H]2c3cc(NC(=O)NC4CCCC4)ccc3O[C@H]2[C@H](CO)O1)c1ccccc1	-1	0.2	0.2	-5	7	-4	6	-5
CCCC(=O)N1CCC1(C)C(=O)Nc1ccc2nccnc2c1 (stereo not given)	-1	-0.2	0.2	16	-6	4	-5	0
COc1ccc(C(CNC(=O)c2cccc(S(=O)(=O)Nc3ccc(F)cc3)c2)N(C)C)cc1 (stereo not given)	2	-0.1	0.3	-2	-5	7	12	-2
CNC[C@H](O)c1ccc(O)c(O)c1	5	-0.2	-0.1	1	0	8	-11	-9
CCOC(=O)c1sc(=NC(=O)c2ccco2)n(C)c1C	·	1.6	0.0	·	9	2	-80	-2
COC(=O)c1[nH]c2c(c1C(=O)OC)CCc1ccccc1-2	4	3.0	0.4	0	-17	1	17	-5
C[C@H](CO)N1C[C@H](C)[C@H](CN(C)Cc2ccc(C(=O)Nc3ccccc3N)cc2)Oc2ccc(NS(=O)(=O)c3ccc(Cl)cc3)cc2C1=O	-23	1.6	-0.1	-3	-6	·	44	-1
COc1cc(C(=O)NCc2cc3cc(Cl)ccc3n2C)cc(OC)c1OC	-5	0.1	0.3	-11	10	0	10	-28
CCOC(=O)NC(=S)Nc1c(C)n(C)n(-c2ccccc2)c1=O	·	·	0.0	·	-5	5	-1	-2
C[C@H]1CN([C@@H](C)CO)C(=O)c2cc(NC(=O)Cn3cnnn3)ccc2O[C@H]1CN(C)CC1CCCCC1	3	-0.4	0.1	0	-15	·	10	12
O=C(NCc1cc(Br)cc(Br)c1OC(=O)c1ccccc1[N+](=O)[O-])c1ccccc1	·	-0.5	0.1	·	·	-3	14	·
O=C(NCC[C@H]1CC[C@H](NC(=O)C2CCCCC2)[C@H](CO)O1)c1cnccn1	4	-0.1	0.2	-28	13	-3	7	17
CCCCN1C(=O)/C(=C/C=C2\Oc3ccccc3N2CC)SC1=S	-4	·	2.1	-35	-123	-104	-35	28
O=C1CC(NS(=O)(=O)c2ccc([N+](=O)[O-])cc2)CN1c1ccc2c(c1)OCCO2 (stereo not given)	·	-0.2	0.0	5	-4	9	2	-4
CCOC(=O)[C@]12CCCC=C1N(Cc1cccc3ccccc13)C(=O)[C@H](CC(=O)NCc1cccc(C(F)(F)F)c1)C2	·	·	0.4	·	-4	-3	-3	-14
CN(C)c1ccc(CNc2ccc3c(c2)ncn3C(C)(C)C)cc1	7	·	0.2	1	-14	1	1	3
Cc1ccccc1NC(=O)COC(=O)c1c[nH]c(=O)[nH]c1=O	·	0.0	0.2	·	-5	-13	16	-6
CCCCCSc1nc2c(c(=O)[nH]c(=O)n2C)n1CC	3	2.7	0.0	-3	-3	-6	18	1
COC(=O)[C@H]1C[C@@]2(O)CN(S(=O)(=O)c3ccc(C)cc3)C[C@@]2(OC(=O)NC2CCCC2)C[C@H]1C(=O)OC	-1	0.1	-0.1	-4	0	-6	15	-2
COc1cccc(S(=O)(=O)N[C@@H]2CC[C@H](CC(=O)NCc3ccncc3)O[C@@H]2CO)c1	4	-0.1	-0.2	-4	1	10	-5	6
O=C(CNCCc1ccc(F)cc1)Nc1cc(F)ccc1F	-7	-0.2	-0.1	-2	-1	-6	-3	0
O=C(NCc1ccccc1)c1cc(-c2cccs2)on1	?	·	·	5	-6	·	-39	4
CCOc1ccc(CCN2C(=S)N([C@@H](Cc3ccccc3)CN3CCC[C@@H]3CN3C(=S)NC[C@@H]3Cc3ccc(O)cc3)C[C@@H]2CC(C)C)cc1	-16	13	0.1	-2	-22	-8	19	-7
Cc1cc(/C=C(/C#N)C(=O)O)c(C)n1CCC(C)C	·	0.7	0.4	·	-8	-7	-4	9
C[C@H]1CN([C@@H](C)CO)C(=O)c2cc(NC(=O)Nc3ccccc3)ccc2O[C@@H]1CN(C)S(=O)(=O)c1cccs1	5	-0.1	0.0	1	-4	·	1	4
Oc1ccc(Cc2ccccc2Cl)c(O)c1	1	0.3	-0.1	0	-18	-5	-7	-2
CON(C)c1nc(OCCNC(=O)OCc2ccc(Cl)cc2C)nc(N(C)C)n1	4	-2.4	·	-9	·	-8	·	·
C[C@@H]1CN([C@H](C)CO)C(=O)Cc2cc(NS(C)(=O)=O)ccc2O[C@@H]1CN(C)S(=O)(=O)c1ccc(F)cc1	-2	-2.5	0.1	11	-3	·	0	-3
O=C(Nc1ccc(S(=O)(=O)N2C[C@@H]3C[C@@H](C2)c2cccc(=O)n2C3)cc1)c1ccc(F)cc1	4	·	·	0	-8	·	-3	-4
C[C@H]1CN([C@@H](C)CO)C(=O)c2cccc(NC(=O)c3cnccn3)c2O[C@@H]1CN(C)Cc1ccc(-c2ccccc2)cc1	2	-0.3	-0.9	4	-80	·	-4	8
O=C(Nc1ccc(F)cc1)Nc1ccc2c(c1)[C@H]1C[C@H](CC(=O)N3CCOCC3)O[C@H](CO)[C@H]1O2	-1	0.6	0.5	-5	9	-14	-5	-3
Cc1[nH]c2ccccc2c1C(=O)C(=O)NCCCc1ccccc1	-1	·	0.1	-15	2	5	-4	-2
COC(=O)c1ccccc1NC(=O)CCCN1C(=O)C(c2ccccc2)Oc2cccnc21 (stereo not given)	-2	·	0.2	0	-11	0	-22	-2
COc1cc(NC(=O)Nc2nnc([C@H]3C[C@H](O)[C@@H](CO)O3)s2)cc(OC)c1OC	-3	0.1	0.2	6	4	1	-1	-3
C=CCn1c(=O)c2c(nc3n2CCCN3Cc2ccccc2)n(C)c1=O	4	·	0.0	-1	2	-1	-2	-5
COCCNC(=O)NC(=O)CN1CCN(C(c2ccccc2)c2ccccc2)CC1	·	1.7	0.4	·	-3	-3	7	-4
O=C1ON=C(c2cccc([N+](=O)[O-])c2)/C1=C/c1ccc(O)cc1	·	-0.9	0.0	·	-31	8	30	-4
Cc1ccc(NC(=O)CSCC(=O)NCCc2ccccc2)cc1	2	·	0.1	-1	-8	-4	3	3
C[C@@H]1CN([C@@H](C)CO)C(=O)Cc2cc(NS(=O)(=O)c3ccccc3)ccc2O[C@@H]1CN(C)S(C)(=O)=O	-1	-0.5	0.0	-3	-17	·	-3	-10
C[C@@H]1CCCCO[C@@H](CN(C)C)[C@@H](C)CN([C@H](C)CO)C(=O)c2cc(NC(=O)CCCN(C)C)ccc2O1	0	-0.1	-0.2	·	·	-12	-1	·
C[C@H](CO)N1C[C@H](C)[C@@H](CN(C)C(=O)Cc2cccnc2)Oc2ncc(C3=CCCCC3)cc2C1=O	-3	-0.1	-1.0	5	0	3	-3	5
COC(=O)c1ccc(NS(=O)(=O)c2ccc(S(=O)(=O)N3CCOCC3)cc2)cc1	7	·	0.1	0	-2	-11	-7	0
O=C(COc1ccccc1Cl)N1CCc2ccccc21	64*	·	·	4	-4	-4	-30	0
C=CCOC(=O)C1=C(C)NC(SCC(N)=O)=C(C#N)C1c1cccs1 (stereo not given)	·	0.0	-0.1	3	·	7	·	·
C[C@H]1CN([C@@H](C)CO)S(=O)(=O)c2ccc(-c3cncnc3)cc2O[C@@H]1CN(C)C(=O)C1CC1	-3	-2.1	0.4	·	·	2	-18	·
Cc1cc(NC(=O)CN2C(=O)S/C(=C\c3ccccc3)C2=O)no1	·	·	0.0	·	-10	0	0	13
N=c1nc(N)nc2n1NC(c1ccc(F)cc1)=CS2	26	·	·	6	-17	·	-40	2

Compounds were not picked by outcome; overall some 3% were active at least once.
